Screening results as filed in PubChem BioAssay.
HT1080NT lethal: kills 2HG-producing HT-1080-NT fibrosarcoma cells; HT-1080-NT fibrosarcoma viability, CellTiter-Glo ATP luminescence, 48 h; Potency, µM (top dose mostly 46.1 µM), for inactives: top-dose activity, negative = less viability, usual class: cytotoxic; 360,000 tested, 1.6% active;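 note: NT is the 2HG producing partner of a matched IDH1 knockdown line; 0% = DMSO-treated cells and -100% = media-only wells without cells; nearly all actives have a fitted effect of over 55% in size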
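750 cells/well, RPMI + 5% FBS; 2 h settle, compound pin-transfer, 48 h at 37 degrees C. CellTiter-Glo 10 min RT, luminescence. Normalized to DMSO and media-only wells.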
TDP43 rescue: rescues yeast growth from TDP-43 toxicity; TDP-43 expressing yeast growth rescue, BacTiter-Glo, 24 h; Potency, µM (titrated, usually from 46.1 µM), for inactives: at the highest dose growth rescue (activation), usual class: activators; 410,000 tested, 1.8% active; AID 652104; note: % of control where 0% means no effect; nearly all actives have a fitted effect of over 50% in size
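Yeast cells expressing TDP-43 under galactose induction are exposed to compounds for 24 hr at 30 deg C. BacTiter-Glo luminescence measures growth, so protective compounds score as activators.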
KB-3-1 tox: KB-3-1 parental cell cytotoxicity; AID 1347075; Potency, µM (top dose mostly 46.1 µM), for the others: at the highest dose activity change, negative = cytotoxic, most hits filed as cytotoxic; KB-3-1 viability, CellTiter-Glo ATP luminescence, 72 h; 400,000 tested, 1.4% active; note: % is set by controls: 0 for no effect and ±100 for the full control effect; nearly all actives have a fitted effect of over 60% in size
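Using CellTiter-Glo luminescence, growth of non-resistant KB-3-1 adenocarcinoma cells is assessed 72 h after pin-tool compound addition at 37 °C. Normalized responses across the concentration series yield fitted curves.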
GLP1R inv ag: inverse agonists of human GLP-1 receptor; 410,000 tested, 1.6% active; HEK293 GLP-1R CRE-luciferase, luminescence, 24 h; GLP-1R form is constitutively active; Potency, µM (top dose mostly 38.3 µM), inactives show top-dose activity change, negative = inhibition, usual class: inhibitors; AID 624417; note: % is set by controls: 0 for no effect and ±100 for the full control effect; nearly all actives have a fitted effect of over 55% in size
Target sequence (P43220 whole entry, looked up): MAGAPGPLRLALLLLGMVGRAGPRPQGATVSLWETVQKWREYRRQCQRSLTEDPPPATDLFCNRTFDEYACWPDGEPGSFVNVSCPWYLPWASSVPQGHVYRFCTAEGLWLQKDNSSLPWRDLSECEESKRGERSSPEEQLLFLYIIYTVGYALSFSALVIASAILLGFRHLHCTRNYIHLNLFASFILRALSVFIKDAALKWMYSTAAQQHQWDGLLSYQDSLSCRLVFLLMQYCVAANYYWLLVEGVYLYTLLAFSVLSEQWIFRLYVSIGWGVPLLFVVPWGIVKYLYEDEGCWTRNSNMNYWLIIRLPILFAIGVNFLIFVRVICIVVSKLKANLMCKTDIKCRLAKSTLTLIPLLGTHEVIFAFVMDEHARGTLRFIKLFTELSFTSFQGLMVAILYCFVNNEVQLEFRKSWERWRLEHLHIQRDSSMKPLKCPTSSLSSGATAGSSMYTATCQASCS
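Readout was luciferase luminescence, measured 12 min after detection reagent at room temperature. Beforehand, GLP-1R reporter HEK293 cells had sat 12 h, then received compounds for 24 hr at 37 deg C.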
SW480 rereplic: inducers of DNA re-replication in SW480 colon cancer cells; Potency, µM (titrated, usually from 46.1 µM), for the others: top-dose re-replication activation, actives largely listed as activators; AID 624297; 340,000 tested, 1.8% active; SW480 DNA re-replication, Hoechst DNA content imaging, 48 h; note: % of control where 0% means no effect; nearly all actives have a fitted effect of over 55% in size
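Per well, 250 cells were exposed to pinned compound for 48 hr. Nuclear DNA was visualised with Hoechst (40 min, 37 C) and total object intensity recorded by fluorescence scanning.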
KB-V1 cytotox: kills drug-selected multidrug resistant KB-V1 cells | KB-V1 MDR cells viability, CellTiter-Glo, 72 h | AID 1347076 | 400,000 tested, 3.4% active | Potency, µM (top dose mostly 46.1 µM), for the others: at the top dose activity change, negative = cytotoxicity, actives largely listed as cytotoxic; note: % is set by controls: 0 for no effect and ±100 for the full control effect; nearly all actives have a fitted effect of over 60% in size
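KB-V1 cells (P-gp-expressing MDR subline of KB-3-1) in phenol-red-free DMEM with 10% FBS were exposed to library compounds over a concentration series for 72 h at 37 degrees C. Viability read by CellTiter-Glo luminescence; concentration-effect curves fitted after normalization.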
HT1080 IDH1KD tx: kills HT-1080 cells with IDH1 knockdown; HT-1080 IDH1 knockdown viability, ATP luminescence, 48 h; 360,000 tested, 2% active; Potency, µM (titrated, usually from 46.1 µM), for the others: at the top dose activity, negative = toxicity, actives largely listed as cytotoxic;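 note: 0% = DMSO wells and -100% = cell-free medium wells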
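% activity derives from luminescence (CellTiter-Glo), normalised to DMSO and no-cell wells. HT-1080-IDH1KD cells, 750/well, had 48 h compound exposure at 37 °C.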
GLP-1R agonist: activates the human GLP-1 receptor; 380,000 tested, 0.007% active; Potency, µM (top dose mostly 45.6 µM), without a hit: at the highest dose activation, actives largely listed as activators; HEK293 GLP-1R CRE-luciferase, luminescence, 4-6 h; cells express a hypersensitive GLP-1R form; note: % of control where 0% means no effect
GLP1R cytotox: cytotoxicity counter-screen for GLP-1 receptor inverse agonists; HEK293 cAMP-luciferase reporter cells, luminescence, 24 h; 410,000 tested, 0.13% active; AID 624418; Potency, µM (highest dose often 38.3 µM), inactives show at the top dose activity change, negative = inhibition, most hits filed as inhibitors;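 note: loss of luciferase light is scored as toxicity; % is set by controls: 0 for no effect and ±100 for the full control effect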
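MLSMR compounds, 24 hr on cells at 37 deg C/5% CO2; luminescence after luciferase reagent (12 min RT). Inhibition counted as the undesired cytotoxic outcome.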
Active calls of the source: *; u = inconclusive; x = no result given; & = joins results of further samples; [ ] = another dose, or the depositor's remark. Calls come from the whole dose curve; as a rule, active = well fitted curve in the direction sought with a large enough effect; inconclusive = small, poorly fitted or top-dose-only effect, or another doubt; inactive = no such curve, though single readings can be large; an effect the other way counts as inactive or inconclusive. Potency is the fitted concentration of half-maximal effect. This is a random part of the collection; overall some 9.4% were active at least once.

item | smiles | HT1080NT lethal | TDP43 rescue | KB-3-1 tox | GLP1R inv ag | SW480 rereplic | KB-V1 cytotox | HT1080 IDH1KD tx | GLP-1R agonist | GLP1R cytotox
1 | COc1ccc(NC(=O)Cn2c(=O)n(Cc3nc(-c4ccccc4)no3)c(=O)c3cc4c(cc32)OCO4)cc1Cl | x | -18% | -1% | 5% | x | -17% | x | x | 2%
2 | Clc1cccc(-c2cccc3nccn23)c1 | 12% | 10% | 0% | 18% | x | -2% | -18% | 11% | -8%
3 | COc1ccc(S(=O)(=O)N2CCOC23CCN(S(=O)(=O)c2ccc(C)cc2)CC3)cc1 | -18% | 5% | -19% | 9% | u | -12% | -14% | 2% | 1%
4 | CN(C(=O)c1cc(COc2ccc(F)cc2Cl)on1)C1CCOC1 (stereo not given) | 8% | 15% | 4% | -26% | x | -21% | 4% | 9% | -4%
5 | CCOC(=O)N1CCN(S(=O)(=O)N2CCCC(C(=O)NCCc3ccc(OC)c(OC)c3)C2)CC1 (stereo not given) | 17% | 6% | -6% | 10% | 7% | 5% | 8% | 20% | -9%
6 | Cc1ccc(SCC(=O)OCC(=O)NCc2cccs2)cc1 | 3% | -3% | 2% | -3% | -18% | 0% | 5% | 10% | -5%
7 | COCCCNC(=O)c1cc(-c2ccc(OC)cc2)nc2n[nH]c(-c3ccc(Cl)cc3)c12 | x | 23% | 1% | 14% | x | 11% | x | x | 3%
8 | Cc1cccc(CNC(=O)c2sc(=O)n(Cc3ccccc3C)c2C)c1 | -15% | 2% | u | u | x | u | -7% | 6% | -20%
9 | CCOC(=O)c1[nH]ncc1CN1CCN(Cc2ccccc2)C(CCO)C1 (stereo not given) | -3% | 13% | 1% | 8% | -13% | 12% | 5% | 8% | 5%
10 | CN1C(C)(C)CC(=NO)CC1(C)C | 6% | 1% | -3% | -2% | -7% | 20% | 14% | 9% | -4%
11 | CCOC(=O)N1CCN(C(=O)C(C)N(c2ccc(Oc3ccccc3)cc2)S(C)(=O)=O)CC1 (stereo not given) | 12% | 2% | -6% | 17% | 1% | u | 4% | -6% | 12%
12 | O=C(c1ccc(=O)[nH]c1)N1CCN(S(=O)(=O)c2cc(C(F)(F)F)ccc2Cl)CC1 | -11% | -5% | 21% | -31% | -3% | -10% | -6% | 1% | 10%
13 | CC(=O)N1CCc2c(sc3c2c(=O)n(-c2ccccc2Cl)c(=O)n3Cc2cccc(C)c2)C1 | x | 35µM* | -19% | 4% | x | -7% | x | x | -9%
14 | CCc1ccccc1NC(=O)c1cc(-c2ccc3c(c2)OCO3)on1 | 20% | -1%&5% | 0%&9% | 6%&10% | 24% | 1%&10% | 19% | 2% | 0%&3%
15 | CC(NC(=O)c1cccc(F)c1)C(c1cccs1)N1CCN(C)CC1 (stereo not given) | 7% | -25% | 10% | 0% | 0% | u | 5% | -13% | -29%

Just KB-3-1 tox and HT1080 IDH1KD tx, for some of the entries so far:
no. | SMILES | KB-3-1 tox | HT1080 IDH1KD tx
2 | Clc1cccc(-c2cccc3nccn23)c1 | 0% | -18%
3 | COc1ccc(S(=O)(=O)N2CCOC23CCN(S(=O)(=O)c2ccc(C)cc2)CC3)cc1 | -19% | -14%
4 | CN(C(=O)c1cc(COc2ccc(F)cc2Cl)on1)C1CCOC1 (stereo not given) | 4% | 4%
5 | CCOC(=O)N1CCN(S(=O)(=O)N2CCCC(C(=O)NCCc3ccc(OC)c(OC)c3)C2)CC1 (stereo not given) | -6% | 8%
6 | Cc1ccc(SCC(=O)OCC(=O)NCc2cccs2)cc1 | 2% | 5%
7 | COCCCNC(=O)c1cc(-c2ccc(OC)cc2)nc2n[nH]c(-c3ccc(Cl)cc3)c12 | 1% | x

Fetched by structure from above:
item | smiles | HT1080NT lethal | TDP43 rescue | KB-3-1 tox | GLP1R inv ag | SW480 rereplic | KB-V1 cytotox | HT1080 IDH1KD tx | GLP-1R agonist | GLP1R cytotox
11 | CCOC(=O)N1CCN(C(=O)C(C)N(c2ccc(Oc3ccccc3)cc2)S(C)(=O)=O)CC1 (stereo not given) | 12% | 2% | -6% | 17% | 1% | u | 4% | -6% | 12%
2 | Clc1cccc(-c2cccc3nccn23)c1 | 12% | 10% | 0% | 18% | x | -2% | -18% | 11% | -8%
4 | CN(C(=O)c1cc(COc2ccc(F)cc2Cl)on1)C1CCOC1 (stereo not given) | 8% | 15% | 4% | -26% | x | -21% | 4% | 9% | -4%
9 | CCOC(=O)c1[nH]ncc1CN1CCN(Cc2ccccc2)C(CCO)C1 (stereo not given) | -3% | 13% | 1% | 8% | -13% | 12% | 5% | 8% | 5%
14 | CCc1ccccc1NC(=O)c1cc(-c2ccc3c(c2)OCO3)on1 | 20% | -1%&5% | 0%&9% | 6%&10% | 24% | 1%&10% | 19% | 2% | 0%&3%

Additional structures.
item | smiles | HT1080NT lethal | TDP43 rescue | KB-3-1 tox | GLP1R inv ag | SW480 rereplic | KB-V1 cytotox | HT1080 IDH1KD tx | GLP-1R agonist | GLP1R cytotox
16 | O=C(CCCn1c(SCC(=O)NCC2CCCO2)nc2ccccc2c1=O)NCC1CCCO1 (stereo not given) | 4% | 4% | 11% | 0% | -1% | -12% | 7% | -10% | 2%
17 | CCOc1ccc(C(=O)Nc2cccc(-c3nc4cccnc4o3)c2)cc1Cl | 18% | -8% | 1% | u | -9% | u | 26% | 8% | -14%
18 | O=[N+]([O-])c1cc(F)cc(F)c1Nc1cc(F)cc(F)c1 | -1% | 9% | 8% | u | 1% | u | 12% | 13% | -2%
19 | COc1ccccc1CNC(=O)COC(=O)C1CC1 | -1% | 3% | 4% | 20% | -7% | 15% | 17% | 7% | 2%
20 | COC(=O)c1ccc(-n2c(C)cc(C(=O)COC(=O)C3=COCCO3)c2C)cc1 | 13% | -3% | 3% | 4% | -3% | -7% | 15% | 4% | 28%
21 | O=C(NC(=S)Nc1nc(-c2ccc(Br)cc2)cs1)c1ccco1 | 14% | -14% | 9% | 19% | -4% | u | 7% | 9% | 10%
22 | CC(C)OC(=O)c1ccc(N2CCN(c3ccccc3F)CC2)nc1 | -17% | 25% | u | u | u | u | -20% | -3% | -7%
23 | CC1CN(C(=O)N2CCC(C(=O)NCc3ccco3)CC2)c2ccccc2O1 (stereo not given) | x | u | 2% | 1% | x | 0% | x | x | 4%
24 | Cc1cccc(-n2nc3c(c2NC(=O)c2c(F)cccc2F)CS(=O)(=O)C3)c1C | 19% | -1% | -8% | 18% | -22% | -9% | 14% | -5% | -4%
25 | O=C(Cn1cnc2cc([N+](=O)[O-])ccc2c1=O)Nc1ccc(N2CCOCC2)cc1 | -8% | -34%[inhibitor] | -2% | 35% | -7% | 1% | 2% | 12% | -12%
26 | O=C(O)c1ccccc1NC(c1ccccc1)c1ccc2cccnc2c1O (stereo not given) | -22% | -62%[inhibitor] | u | u | u | u | 8.2µM* | 5% | u
27 | CCOC(=O)c1cc(S(=O)(=O)Nc2c(C)cc(C)cc2C)[nH]n1 | x | -10% | -12% | -9% | x | -2% | x | 0% | 7%
28 | CC1(C)CC(CC(=O)Nc2ccc([N+](=O)[O-])cc2)C(=O)O1 (stereo not given) | 6% | 24% | 1% | -16% | -2% | -3% | 1% | -3% | -2%
29 | Cc1c(C#N)c2n(c1C)CCCC(=O)N2 | 3% | 4% | -18% | 56%[activator] | x | 1% | -1% | -3% | 5%
30 | Cc1ccc(Cc2nc3ccccc3n2C(CCc2ccccc2)c2nc3ccccc3[nH]2)cc1 (stereo not given) | -5% | 16% | -7% | 24% | x | u | -2% | x | 5%
31 | CCOC1=C2[C@@H](CN(S(=O)(=O)c3ccccc3C)[C@H]2c2ccc(Cl)cc2)[C@H]2C(=O)N(c3ccccc3)C(=O)[C@H]2C1 | -5% | 16% | 0% | 5% | x | 13% | 1% | -5% | 3%
32 | COc1ccccc1S(=O)(=O)N(C)C[C@H]1Oc2ncc(Br)cc2C(=O)N([C@H](C)CO)C[C@H]1C | 13% | 23% | u | 4% | x | 3% | 9% | 11% | -21%
33 | O=C(NC1CCCCC1)c1cccc2c(-c3ccc(F)c(F)c3)coc12 | 22% | u | 0% | -20% | x | 2% | -17% | 2% | -1%
34 | CNS(=O)(=O)c1ccc(CNC[C@H]2O[C@@H](n3cnc4c(=O)[nH]c(N)nc43)[C@H](O)[C@@H]2O)cc1 | 22% | 9% | 0% | 30% | x | -2% | u | -5% | 4%
35 | O=C(CSc1ccccn1)Nc1ccc2c(c1)oc1ccccc12 | 8% | -12% | 12% | 19% | x | 7% | 3% | 15% | -2%
36 | CC(NC(=O)c1ccc2c(c1)N(Cc1ccc(Cl)cc1)C(=O)c1ccccc1S2(=O)=O)c1ccccc1 (stereo not given) | x | 0% | 8% | -3% | x | 0% | x | -3% | -6%
37 | Cn1cccc1-c1cc2n(n1)CCC(=O)N2CCCC(=O)NCc1ccc(F)cc1 | x | 21% | -1% | -19% | x | 6% | x | x | -3%
38 | COc1cc(/C=C2\NC(=O)NC2=O)cc(Br)c1OC | 0% | -7% | u | 71%[activator] | 0% | 5.8µM* | 3% | 8% | -1%
39 | Cc1cc(NC(=O)CSc2nnc(NCc3ccccc3)s2)no1 | 5% | 13% | 5% | 1% | 19% | 5% | 2% | -5% | 3%
40 | Cc1cccc(NC(=O)/C(C#N)=C/c2ccc(Sc3ccccc3)o2)c1C | -22% | -8% | -3% | 10% | u | -8% | -2% | 8% | 5%
41 | C/C=C(/C(=C/C)c1ccc(O)cc1)c1ccc(O)cc1 | 20% | 0% | -3% | u | u | u | 11% | 10% | u
42 | O=C(N/N=C/c1ccco1)c1cc([N+](=O)[O-])cc([N+](=O)[O-])c1 | 15% | 3% | 8% | 4% | -1% | -9% | 22% | 2% | 1%
43 | CCOc1ccc(CCN2C(=O)CCC2(C)C(=O)NC(C)CC)cc1OCC (stereo not given) | 10% | 0% | 1% | 25% | -3% | u | -4% | 1% | 5%
44 | Cc1ccc(CN2C(=O)CCC2C(=O)N2CCN(c3ccccc3)CC2)cc1 (stereo not given) | 6% | 8% | -10% | 2% | -22% | u | 7% | 3% | 3%
45 | COc1ccc(S(=O)(=O)Nc2ccccn2)c(C)c1C | 1% | -1% | 4% | -8% | -5% | -5% | -1% | -13% | 3%
